ALOX12 inhib – blocks human 12-lipoxygenase activity | P18054 | purified 12-hLO, xylenol orange hydroperoxide absorbance | Potency, µM (series often up to 57.1 µM), inactives show at the top dose activity change, negative = inhibition, hits mostly inhibitors | 150,000 compounds, 0.12% hits | AID 1452; note: potency is the fitted concentration of half-maximal effect; nearly all actives have a fitted effect of over 55% in size; many of its hits are not listed in these tables
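Xylenol orange chromogenic assay: hydroperoxide from 12hLO oxidises Fe(II), giving red-shifted Fe(III)-XO absorbance. Conditions: 150 nM enzyme, 40 uM arachidonic acid, 25 mM Hepes pH 7.0, 0.01% Triton X-100, 30 min, room temperature.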
IMPase inh – cell-permeable inhibitors of inositol monophosphatase (IMPase); AID 901; CHO-M1 cells, IP1 accumulation, HTRF TR-FRET ratio; 120,000 tested, under 10 active; inhibition (IP1 accumulation), % at 46.1 µM; P97697; active = well fitted curve in the direction sought with a large enough effect in the signal ratio, not every such curve was filed as active; inconclusive = small, poorly fitted or top-dose-only effect, or a change in a side signal; inactive = no such curve, though single readings can be large or run the other way; the % refers to the signal ratio;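 note: cells stimulated with carbachol in lithium chloride buffer; plate controls were DMSO basal wells for no effect and reference inhibitor wells for full effect; higher means more IMPase inhibition seen as more IP1 and lower FRET ratio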
Target sequence (P97697 whole entry, looked up): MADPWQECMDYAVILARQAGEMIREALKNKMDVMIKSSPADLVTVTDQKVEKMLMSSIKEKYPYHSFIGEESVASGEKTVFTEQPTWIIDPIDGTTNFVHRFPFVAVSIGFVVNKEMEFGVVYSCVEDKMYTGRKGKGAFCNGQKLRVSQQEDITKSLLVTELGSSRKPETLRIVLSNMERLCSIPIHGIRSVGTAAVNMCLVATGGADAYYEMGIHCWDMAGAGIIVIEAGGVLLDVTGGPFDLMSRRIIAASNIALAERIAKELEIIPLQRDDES
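Carbachol-driven Gq signalling in CHO-M1 cells (2000/well) generates IP1. Compounds that block IMPase raise IP1 and so reduce the FRET signal from Eu-anti-IP1 and d2-IP1 after a 10 min room-temperature lysis.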
15-hLO-2 inh – blocks human 15-lipoxygenase 2 activity | purified 15hLO-2, xylenol orange hydroperoxide absorbance | Potency, µM (titrated, usually from 57.1 µM), without a hit: at the top dose activity change, negative = inhibition, hits mostly inhibitors | 110,000 compounds, 0.56% hits; note: potency is the fitted concentration of half-maximal effect; nearly all actives have a fitted effect of over 60% in size; many of its hits are not listed in these tables
Target sequence (O15296 whole entry, looked up): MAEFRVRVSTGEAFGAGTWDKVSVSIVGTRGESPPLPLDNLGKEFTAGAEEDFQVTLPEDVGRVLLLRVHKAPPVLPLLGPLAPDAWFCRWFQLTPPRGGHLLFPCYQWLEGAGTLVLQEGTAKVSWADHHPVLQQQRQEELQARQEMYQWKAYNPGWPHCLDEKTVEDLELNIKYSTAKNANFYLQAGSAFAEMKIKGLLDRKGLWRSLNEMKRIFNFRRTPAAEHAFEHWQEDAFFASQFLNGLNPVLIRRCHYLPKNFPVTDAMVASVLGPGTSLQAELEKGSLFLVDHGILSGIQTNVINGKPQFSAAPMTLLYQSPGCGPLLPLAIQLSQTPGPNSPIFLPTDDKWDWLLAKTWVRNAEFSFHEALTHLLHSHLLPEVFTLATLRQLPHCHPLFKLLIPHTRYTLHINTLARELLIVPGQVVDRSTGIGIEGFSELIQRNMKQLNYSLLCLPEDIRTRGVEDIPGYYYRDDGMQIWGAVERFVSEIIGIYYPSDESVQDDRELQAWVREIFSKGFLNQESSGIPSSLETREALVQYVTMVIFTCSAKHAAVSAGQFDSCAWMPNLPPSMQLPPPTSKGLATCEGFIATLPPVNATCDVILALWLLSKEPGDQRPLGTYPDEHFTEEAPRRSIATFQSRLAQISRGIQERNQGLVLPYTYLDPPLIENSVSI
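Screening format was qHTS against 50 nM purified 15hLO-2 in Hepes pH 7.5 with detergent. Activity follows hydroperoxide formation from 45 uM arachidonic acid, measured as 573:405 nm absorbance ratio of the ferric-xylenol orange complex.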
PNC inhibitor – blocks assembly of the perinucleolar compartment; PC3M PTB-GFP, PNC prevalence imaging, 16 h; active compounds read low; activity change (PNC), negative = inhibition, % at 10 µM; 140,000 compounds, 3.1% hits;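 active = readout at or below -70, meaning at least 70% loss of cells showing the perinucleolar compartment, a nuclear body marking cancer cells; inconclusive = readout between -30 and a set limit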;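 note: plate controls were DMSO wells for no effect and camptothecin positive control wells for full effect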
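Compounds are pinned in duplicate onto adhered PC3M cells stably expressing GFP-tagged PTB and incubated 16 h at 37 C. Cells are then fixed, nuclei stained with Hoechst, and PNC-positive cells counted.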
Active calls of the source: *; ? = inconclusive; . = not tested or not shown; [ ] = another dose, or the depositor's remark. Unless noted, calls come from the whole dose curve; as a rule, active = well fitted curve in the direction sought with a large enough effect; inconclusive = small, poorly fitted or top-dose-only effect, or another doubt; inactive = no such curve, though single readings can be large; an effect the other way counts as inactive or inconclusive. Unless noted, % is set by controls: 0 for no effect and ±100 for the full control effect.

SMILES	ALOX12 inhib	IMPase inh	15-hLO-2 inh	PNC inhibitor
COc1ccc(/C(O)=C2\C(=O)C(=O)N(CCCN(C)C)C2c2ccccc2F)cc1Cl (stereo unspecified)	5%	1	0%	-3
CCCCc1ccc(NC(=S)NCc2cccnc2)cc1	-8%	.	.	56
COc1cccc(NC(=O)NCCCSC2CCCCC2)c1	-11%	3	-23%	3
Cc1cc(C)c(NC(=O)c2cc(=O)c3ccccc3o2)c(C)c1	0%	.	.	4
Nc1nnc(N2CCCCCC2)s1	-7%	4	11%	10
COc1ccccc1C(c1nnnn1Cc1ccco1)N1CCN(c2cccc(C)c2C)CC1 (stereo unspecified)	-4%	10	.	?
COCCn1c(C)cc(C(=O)CSc2nc3ccccc3c(=O)[nH]2)c1C	3%	13	-1%	?
Cc1cccc(C)c1NC(=O)CSc1nnc(-c2ccco2)c(-c2ccco2)n1	-27%	3	?	75
Cc1onc(-c2c(Cl)cccc2Cl)c1C(=O)NCc1ccccn1	-4%	13	1%	38
CCS(=O)(=O)N1CCCC(C(=O)NCCCOC)C1 (stereo unspecified)	7%	2	24%	99
CCCCOC(=O)Nc1ccc2c(C)cc(=O)oc2c1	-5%	-4	.	?
COc1ccc(S(=O)(=O)N(CC(=O)Nc2ccc3c(c2)OCO3)c2ccccc2OC)cc1	-5%	7	-12%	24
CC(C)C(NC(=O)c1ccc(C(C)(C)C)cc1)C(=O)OCC(=O)NC(=O)Cc1ccccc1 (stereo unspecified)	-2%	.	.	-10
Cc1nn(Cc2ccccc2)c2sc(C(=O)NCc3cccnc3)cc12	-7%	8	12%	0
O=C1CC(NNC(=O)c2ccccc2)C(=O)N1 (stereo unspecified)	-8%	-3	2%	-12

Limited to ALOX12 inhib, for four of the compounds above:
canonical_smiles,ALOX12 inhib
Cc1cccc(C)c1NC(=O)CSc1nnc(-c2ccco2)c(-c2ccco2)n1,-27%
Cc1onc(-c2c(Cl)cccc2Cl)c1C(=O)NCc1ccccn1,-4%
CCS(=O)(=O)N1CCCC(C(=O)NCCCOC)C1 (stereo unspecified),7%
CCCCOC(=O)Nc1ccc2c(C)cc(=O)oc2c1,-5%

(continued)
SMILES	ALOX12 inhib	IMPase inh	15-hLO-2 inh	PNC inhibitor
FC(F)(F)c1cccc(Cn2nnnc2-c2cc(Cl)cc(Cl)c2)c1	-3%	9	-11%	5
COC(=O)c1ccc(NC(CC(C)C)C(=O)OC)c([N+](=O)[O-])c1 (stereo unspecified)	-6%	7	.	-119*
O=C(Nc1nncs1)c1cccc(S(=O)(=O)N2CCCCC2)c1	1%	-14	.	-22
CCCOP(=O)(c1ccc(N(C)C)cc1)C(O)c1ccncc1 (stereo unspecified)	-8%	-10	24%	-9
Cc1ccc(Nc2nnc(-c3ccc(N4CCOCC4)c([N+](=O)[O-])c3)c3ccccc23)cc1	0%	.	.	?
COC(=O)C1=NN(C(=O)c2cccc(Cl)c2)C(O)(C(C)(C)C)C1 (stereo unspecified)	0%	.	.	-21
CCOC(=O)CSc1nnc(NCC(=O)OC(C)C)c(=O)[nH]1	-1%	-3	?	20
Fc1cccc(F)c1CN1CCN(c2ncccn2)CC1	2%	8	-1%	29
COc1ccc(Cl)cc1NC(=O)CN1CCC(n2nnc3cc(F)ccc32)CC1	-1%	-2	-6%	-20
CS(=O)(=O)N(CC(=O)N1CCN(c2ccccc2)CC1)c1cccc(Br)c1	-4%	5	-1%	12
CCC(C)C(=O)NCCc1ccc(S(N)(=O)=O)cc1 (stereo unspecified)	1%	.	.	34
Cc1cc(NS(=O)(=O)c2ccc(NC(=O)c3oc4ccccc4c3C)cc2)no1	0%	14	-14%	7
COc1ccc(C2C(C(=O)c3ccco3)=C(O)C(=O)N2CCOCCO)cc1OC (stereo unspecified)	-15%	-2	5%	25
CC(NC(=O)C(CC(=O)OC(C)(C)C)NC(=O)OC(C)(C)C)C(N)=O (stereo unspecified)	-2%	7	-4%	18
O=C1c2ccccc2-c2n[nH]c3cccc1c23	-4%	-15	-13%	.

Records above marked active in PNC inhibitor.
SMILES	ALOX12 inhib	IMPase inh	15-hLO-2 inh	PNC inhibitor
COC(=O)c1ccc(NC(CC(C)C)C(=O)OC)c([N+](=O)[O-])c1 (stereo unspecified)	-6%	7	.	-119*

Entries listed so far containing a nitro group on carbon, in the order listed:
SMILES	ALOX12 inhib	IMPase inh	15-hLO-2 inh	PNC inhibitor
COC(=O)c1ccc(NC(CC(C)C)C(=O)OC)c([N+](=O)[O-])c1 (stereo unspecified)	-6%	7	.	-119*
Cc1ccc(Nc2nnc(-c3ccc(N4CCOCC4)c([N+](=O)[O-])c3)c3ccccc23)cc1	0%	.	.	?

Next records.
SMILES	ALOX12 inhib	IMPase inh	15-hLO-2 inh	PNC inhibitor
CCOC(=O)c1cc2nc(-c3ccco3)cc(C(F)(F)F)n2n1	0%	.	.	2
CCCCCCc1cc2cc(C(=O)Nc3ccc(OC)cc3)c(=O)oc2cc1O	-1%	.	.	-6
CSCCC1(C(=O)O)NC(c2ccccc2O)C2C(=O)N(C(C)C)C(=O)C21 (stereo unspecified)	7%	0	11%	?
Cc1ccc(C)n1-n1cnc2sc(-c3ccccc3)cc2c1=O	5%	15	-14%	4
O=C(NNS(=O)(=O)c1ccccc1)c1cc2cc3ccccc3nc2s1	-10%	10	.	-106*
CCc1ccc2[nH]c(=O)c(CN(Cc3ccccc3OC)C(=O)Nc3ccccc3OC)cc2c1	-5%	8	16%	48
Cc1cc(-n2c(C)cc(C(=O)COC(=O)CN=C3NS(=O)(=O)c4ccccc43)c2C)no1	1%	10	-9%	23
CC1CC(C)CN(CCCOc2ccccc2[N+](=O)[O-])C1 (stereo unspecified)	2%	.	.	39
CN(CCNC(=O)C1CCN(S(=O)(=O)N2CCOCC2)CC1)CCc1ccccc1	-2%	5	30%	?
O=C(CCCOc1ccc(Cl)cc1)NCC1CCCO1 (stereo unspecified)	3%	-2	-3%	-25
COc1ccc2c(c1)C(=O)N(c1ccc(C)cc1C)C(=O)C2	-3%	.	.	55
COC(=O)c1c(NC(=O)C2COc3ccccc3O2)sc2c1CCN(Cc1ccccc1)C2 (stereo unspecified)	-1%	10	.	51
COc1cc(NC(=O)COC(=O)CSc2cc(C)ccc2C)c(C)cc1[N+](=O)[O-]	-2%	-4	.	81
COc1ccc(NC(=O)N2CC3(CCN(C(=O)c4ccc(OC)cc4)CC3)C2)cc1	0%	.	-1%	.
CCCNc1nc(Nc2ccc(C)cc2)nc(N2CCCC2)n1	-13%	6	51%[activator]	?
O=C(O)CCC(=O)c1ccc2sc3ccccc3c2c1	-7%[11.4 µM]	.	-4%[11.4 µM]	.
CC(C)CN(C(=O)COC(=O)Cc1c[nH]c2ccccc12)C1CCS(=O)(=O)C1 (stereo unspecified)	-5%	-9	4%	5
Cc1oc(CSCC2CCCO2)cc1C(=O)O (stereo unspecified)	6%	?	1%	?
CCOC(=O)c1c(-c2ccccc2)oc2ccc(OC(C)=O)cc12	-7%	-1	9%	3
Nc1nnc(SCCOc2cccc(Br)c2)s1	9%	-16	15%	-21
COc1ccc(-c2nn(C)c(=O)c3ccccc23)cc1NS(C)(=O)=O	1%	18	-9%	-11
CSc1nc(-c2ccccc2)cc(C(F)(F)F)c1C#N	2%	-3	.	?
CCOC(=O)C1=C(C)N(C)C(=O)NC1c1c(C)nn(-c2ccccc2)c1C (stereo unspecified)	8%	-4	-1%	1
CN(Cc1ccc(O)cc1)C1CCCCC1	-5%	3	1%	-2
Cc1ccc(OCc2nnc(SCC(=O)NCc3ccccc3)n2C)cc1	-3%	5	-4%	?
CC(=O)Nc1ccc(NC(=O)c2cccc(C(=O)OC(C)C)n2)cc1	0%	6	0%	?
Cc1ccc(S(=O)(=O)N2c3cc(C)ccc3OCC2C(C)(C)C)cc1 (stereo unspecified)	1%	13	8%	?
O=C(c1ccco1)N1CCC2(CC1)CN(c1ncccn1)C2	4%	.	12%	.
O=C(Nc1nc(-c2ccccc2)cs1)c1cccs1	-14%	-2	35%[activator]	-8
CN(C)CCNC(=O)C(=O)NCC1OCCN1S(=O)(=O)c1ccc([N+](=O)[O-])cc1 (stereo unspecified)	-1%	.	.	67
CCOC(=O)c1c(NC(=O)c2ccn(CC)n2)sc2c1CCCC2	-5%	12	18%	18
CN1CCC/C1=C/C=C1\SC(=S)NC1=O	-25%	?	.	-18
CC(C)Oc1ccc2c(c1)OC(c1ccccc1)(C(F)(F)F)NC2=O (stereo unspecified)	-1%	.	.	-23
COc1ccc(S(=O)(=O)n2nc(OC(=O)c3ccccc3)cc2N)cc1	-12%	-1	-8%	-10
CCN(CC)CC(C)OC(=O)c1cc(OC)c(OC)c(OC)c1 (stereo unspecified)	6%	7	-1%	-14
COc1cc(OC)cc(C(=O)N2CCN=C2SCc2cccnc2)c1	-10%	14	5%	41
CCC(C)(C)n1nnnc1C(c1ccncc1)N1CCC(C)CC1 (stereo unspecified)	-3%	7	.	-119*
Cc1cccc(N2Cc3ccccc3C2=NC(=O)c2ccc(Cl)nc2)c1	-3%	.	.	14
O=C(COC(=O)c1ccccc1O)Nc1cccnc1Cl	8%	.	.	?
Cc1c(NC(=O)CN2C(=O)c3cccc4cccc2c34)c(=O)n(-c2ccccc2)n1C	2%	-6	1%	-14
COc1cc(CNCc2ccc(SC)cc2)cc(OC)c1	-4%	-11	.	-18
Cc1ccc(-c2cc(C(=O)OCC(=O)Nc3cc(C)on3)c3ccccc3n2)c(C)c1	0%	8	14%	-82*
COc1ccc(-c2cc(C(=O)NC(C(=O)O)C(C)C)c(C)o2)cc1OC (stereo unspecified)	-2%	4	10%	-30
COc1cc2[nH]c(=O)n(CCCCCC(=O)N3CC=C(c4ccccc4)CC3)c(=O)c2cc1OC	7%	21	7%	16
CCCCn1nc2cc(C(=O)NCc3cc(C(F)(F)F)cc(C(F)(F)F)c3)ccc2c1OCC	-3%	1[1.84 µM]	-11%[11.4 µM]	?
COC(=O)CSc1nnc(C)n1-c1ccc(C)cc1	2%	-6	-8%	-19
CN(C)c1ccc(N/C=C/C(=O)c2ccccc2)cc1	-21%	11	?	?
O=C(O)Cn1c(SCc2ccccc2)nc2ccccc21	-1%	-6	-6%	?
O=C(NCc1cccnc1)c1cc(-c2cccs2)on1	1%	5	-23%	107
CCc1ccc(NC(=O)CC2C(=O)NCCN2C(=S)Nc2ccccc2)cc1 (stereo unspecified)	-1%	.	.	?
CCCCOCCCNC(=O)c1ccc([N+](=O)[O-])c(C)c1	-1%	.	.	?
O=C(O)c1ccccc1NS(=O)(=O)c1cccc2cccnc12	-1%	-9	-7%	23
Cc1ccc(-c2noc(CSc3nc(N)cc(N)n3)n2)cc1	0%	6	8%	16
CCCS(=O)(=O)N1CCN(Cc2ccco2)CC1	-7%	-2	-1%	-22
CN(C)S(=O)(=O)c1cccc(NC(=O)c2cc3ccccc3o2)c1	0%	3	2%	?
O=C(NC1=NCCS1)C12CC3CC(C1)CC(C(=O)NC1=NCCS1)(C3)C2	3%	-1	5%[2.29 µM]	25
CCN(CC)c1ccc(NC(=O)COC(=O)CCC(=O)c2ccc(F)cc2)cc1	0%	-1	-3%	3
COc1ccc(NC(=O)CSc2nnc(-c3ccccc3Cl)n2Cc2ccco2)c(OC)c1	-8%	5	-15%	11
COc1ccc(CONS(=O)(=O)c2ccc(NC(C)=O)cc2)cc1Cl	1%	0	0%	7
O=S(=O)(c1ccc2c(c1)OCCO2)N1CCC(n2nnc3cc(F)ccc32)CC1	1%	?	.	231

Later entries:
SMILES	ALOX12 inhib	IMPase inh	15-hLO-2 inh	PNC inhibitor
CCCN(CCC)C(=O)CC(c1ccccc1)c1cc(C)ccc1O (stereo unspecified)	-8%	0	-24%	35
CCOC(=O)c1ccc2[nH]c(C)c(CCC(C)=O)c(=O)c2c1	0%	11	3%	33
Cc1ccc2c(c1)C=CC(C)(C)S2(=O)=O	-2%	.	.	-28
COc1ccc(C2CC(c3ccccc3)=NN2c2ccc(/C=N/NC(=O)c3ccncc3)cc2)cc1 (stereo unspecified)	-7%	8	.	72

Not all compounds are listed; rates above refer to the full screens.
